Screening data deposited in PubChem by National Center for Advancing Translational Sciences (NCATS).
AT treatment: qHTS Assay for Identifying a Potential Treatment of Ataxia-Telangiectasia. actives 0.19% (n = 320,000). […] A-T fibroblasts, KAP-1 phosphorylation AlphaLISA; neocarzinostatin DNA damage 30 min before lysis. Potency, µM (top dose mostly 57.5 µM), for inactives: top-dose activation, actives largely listed as activators; further: potency means the concentration at half of the fitted maximal effect; % of control where 0% means no effect; nearly all actives have a fitted effect of over 45% in size
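hTERT-immortalized A-T patient fibroblasts ([…]), 500 cells/well in OPTI-MEM, 1% FBS, got compounds for 60 min, then NCS for 30 min at 37C. Lysates were then assayed for phospho-KAP-1 by AlphaLISA (anti-pKAP1 donor, anti-KAP1 acceptor beads), 6 hr at 25C.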
Tb PFK block: qHTS Assay to Find Inhibitors of T. brucei phosphofructokinase; ATP-dependent 6-phosphofructokinase (Trypanosoma brucei brucei), O15648; T. brucei PFK, ADP-Glo luminescence; Potency, µM (doses to about 57.5 µM), inactives show at the highest dose activity, negative = inhibition, most hits filed as inhibitors; actives 0.17% (n = 330,000);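 further: potency means the concentration at half of the fitted maximal effect; 0% = uninhibited 1x PFK enzyme wells and -100% = no-enzyme wells; nearly all actives have a fitted effect of over 60% in size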
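Activity is normalized to no-enzyme wells (full inhibition) and 1.25 nM enzyme wells (no inhibition). Reaction: 0.5 mM F6P, 0.1 mM ATP, 45 min RT, ADP-Glo luminescence; concentration-response curves fitted and classed by quality.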
hERG WT inh: qHTS for Inhibitors of KCHN2 3.1: Wildtype qHTS; Voltage-gated inwardly rectifying potassium channel KCNH2 (Homo sapiens), Q12809; U2OS, BacMam KCNH2, thallium flux FluxOr; stronger effect = lower value; activity change, % at 1.84 µM; actives 0.37% (n = 340,000); AID 720551, 2013;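 active means maximum activity change below -70%; inconclusive means maximum activity change between -70% and -50%; inactive means maximum activity change above -50%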; further: on the % scale 0 is the no-effect control and ±100 the full control effect
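U2OS cells were transduced with wild-type KCNH2 virus (2.03 x 10^8 / mL) for 4 h at room temperature, then cultured overnight at 37 C. Thallium flux was read with FluxOr dye. Rate constants were normalized to DMSO controls.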
TCR activator: Activators of T cell receptors: qHTS campaign. primary human leukocytes, anti-CD3, IL-2 HTRF, 48 h. Potency, µM (doses to about 9.22 µM), for inactives: at the top dose activation of IL-2 secretion, hits mostly activators. 330,000 tested, under 10 active. AID 504894, 2011; further: % of control where 0% means no effect
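48 hr co-incubation of compounds, a-CD3 beads and primary human leukocytes; IL-2 quantified homogeneously by HTRF with anti-IL-2 K and d2 conjugates.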
MLL CXXC-DNA inh: qHTS Fluorescence Polarization Assay for Inhibitors of MLL CXXC domain - DNA interaction. actives 0.037% (n = 290,000). Potency, µM (series often up to 115 µM), without a hit: top-dose activity change, negative = inhibition, actives largely listed as inhibitors. MLL-CXXC / FITC-HOXA9 DNA fluorescence polarization. AID 2662, 2010; active means well fitted inhibition curve with a large enough effect in the polarisation, with a control signal flat, not every such curve was filed as active; inconclusive means small, poorly fitted or top-dose-only effect, or effect the other way, or a change in a side signal; inactive means no such curve, though single readings can be large or run the other way; the % refers to the polarisation; further: potency means the concentration at half of the fitted maximal effect
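Fluorescence polarization: 7 uM MLL-CXXC (stock) preincubated 5 min with compounds, then 50 nM fluorescein-HOX-A9 DNA (stock) added; 30 min ambient. Buffer 50 mM Tris-HCl pH 7.5, 50 mM NaCl, 1 mM DTT, 0.05% BSA.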
Coupling enz: qHTS Assay for Inhibitors of Fructose-1,6-bisphosphate Aldolase from Giardia Lamblia: Coupling assay counterscreen; coupling enzyme system counterscreen, AmpLite Red fluorescence; activity change, negative = inhibition, % at 58.2 µM, hits read low; actives 0.67% (n = 290,000); AID 2472, 2010; in the data active means activity change below about -30%; further: on the % scale 0 is the no-effect control and ±100 the full control effect
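Counterscreen of the coupled detection system alone, without aldolase: glyceraldehyde-3-phosphate coupling enzymes plus AmpLite Red readout. Compounds at 57.5 uM final, 10 min RT preincubation, 20 min RT reaction, fluorescence 525/598 nm.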
TSHR antagonist: Antagonists of the Thyroid Stimulating Hormone Receptor: HTS campaign; TSHR-expressing cells, TSH-stimulated cAMP HTRF, 2 h; stronger effect = lower value; actives 0.2% (n = 330,000); activity change, negative = inhibition, % at 11.5 µM;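 active means activity change below a set negative limit, meaning inhibition stronger than a set level, cut at about -70% in these data; inconclusive means activity change between two set negative limits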; further: on the % scale 0 is the no-effect control and ±100 the full control effect
Target sequence (P16473 whole entry, looked up): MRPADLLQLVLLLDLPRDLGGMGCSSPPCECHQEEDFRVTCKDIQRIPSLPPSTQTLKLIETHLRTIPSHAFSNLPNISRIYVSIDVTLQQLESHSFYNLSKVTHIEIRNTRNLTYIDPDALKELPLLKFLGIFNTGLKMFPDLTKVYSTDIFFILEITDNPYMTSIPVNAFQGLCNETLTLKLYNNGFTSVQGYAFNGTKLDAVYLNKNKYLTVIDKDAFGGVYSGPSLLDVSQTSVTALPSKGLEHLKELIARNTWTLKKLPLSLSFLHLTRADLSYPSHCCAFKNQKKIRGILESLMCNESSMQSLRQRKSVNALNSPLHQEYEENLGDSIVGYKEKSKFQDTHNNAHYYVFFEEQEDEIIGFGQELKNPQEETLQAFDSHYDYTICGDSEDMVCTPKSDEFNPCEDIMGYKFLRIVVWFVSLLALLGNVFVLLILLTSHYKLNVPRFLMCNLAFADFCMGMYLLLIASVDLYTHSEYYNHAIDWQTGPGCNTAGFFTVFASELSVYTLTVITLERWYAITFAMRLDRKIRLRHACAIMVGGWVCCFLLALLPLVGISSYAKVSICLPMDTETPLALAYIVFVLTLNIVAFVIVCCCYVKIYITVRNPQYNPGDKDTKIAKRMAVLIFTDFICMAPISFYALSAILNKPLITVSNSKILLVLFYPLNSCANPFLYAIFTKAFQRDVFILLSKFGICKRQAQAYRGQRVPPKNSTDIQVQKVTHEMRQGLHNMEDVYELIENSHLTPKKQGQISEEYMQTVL
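Competitive HTRF cAMP read-out (cryptate anti-cAMP antibody, cAMP-d2; 30 min, room temperature) in freshly harvested TSHR cells. Compounds added before TSH at EC80 (4nM final), followed by 2 hours' incubation at 37 deg C.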
GALK inh: qHTS Assay for Inhibitors of Human Galactokinase (GALK); P51570; Purified GALK, Kinase-Glo residual ATP luminescence; Potency, µM (highest dose often 57.5 µM), for inactives: top-dose activity change, negative = inhibition, hits mostly inhibitors; actives 0.007% (n = 270,000); AID 1868, 2009; further: potency means the concentration at half of the fitted maximal effect; on the % scale 0 is the no-effect control and ±100 the full control effect
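Galactose (100 uM) and ATP (35 uM) were turned over by 5 nM GALK for 1 h at RT. Kinase-Glo Plus then converted the remaining ATP into a luminescent signal.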
Giardia kill: Small Molecules that selectively kill Giardia lamblia: qHTS; AID 540267, 2011; Giardia lamblia trophozoite viability; actives 0.15% (n = 340,000); activity change, % at 7.66 µM, hits read low; in the data active means activity change below about -80%; inconclusive means between about -30% and that limit;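 further: parasites exposed to compound for two days anaerobically before the ATP read; on the % scale 0 is the no-effect control and ±100 the full control effect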
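Anaerobic 48 hrs incubation at 37 deg C of 100 trophozoites/well with test compounds; ATPLite 1-Step luminescence, 15-30 min RT, reports cellular ATP as viability.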
BCR signal inh: qHTS Assay to Find Inhibitors of Chronic Active B-Cell Receptor Signaling; AID 493014, 2011; ABC-DLBCL IkBa-CBG/CBR reporter, luminescence ratio, 4 h; actives 0.05% (n = 340,000); Potency, µM (doses to about 46.1 µM), for inactives: at the top dose ratio change, negative = lower green/red ratio, hits mostly inhibitors; active means well fitted inhibition curve with a large enough effect in the signal ratio, with a control signal flat, not every such curve was filed as active; inconclusive means small, poorly fitted or top-dose-only effect, or effect the other way, or a change in a side signal; the % refers to the signal ratio;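 further: potency means the concentration at half of the fitted maximal effect; plate controls were basal doxycycline-induced cells for no effect and cells given 10 µM MG132 for full effect; MG132 reads +100%, hits lower the ratio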
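TMD8 ABC-DLBCL cells carrying doxycycline-inducible green luciferase fused to IkappaBalpha plus unfused red luciferase were exposed to compounds (up to 46 uM) for 4 hrs at 37C. Activity came from the overlap-corrected green/red luminescence ratio.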
Numbers without * were called inactive; ? = inconclusive; · = no result given; [ ] = another dose, or the depositor's remark. Unless noted, the call rests on the fitted dose curve; in most records, active means well fitted curve in the direction sought with a large enough effect; inconclusive means small, poorly fitted or top-dose-only effect, or another doubt; inactive means no such curve, though single readings can be large; an effect the other way counts as inactive or inconclusive.

SMILES	AT treatment	Tb PFK block	hERG WT inh	TCR activator	MLL CXXC-DNA inh	Coupling enz	TSHR antagonist	GALK inh	Giardia kill	BCR signal inh
CC(C)CCNC(=O)CN(C(=O)Cn1nnc(-c2ccccc2F)n1)c1cccc2c1CCCC2	-3%	0%	2	3%	1%	0	-3	-1%	-6	7%
COc1ccc(-n2ncc3c(N4CCCCC4)ncnc32)cc1	1%	-7%	7	4%[46.1 µM]	-5%	-2	2	2%	-82*	?
COc1ccc(CCNC(=O)C2CCN(S(=O)(=O)c3cc(OC)ccc3OC)CC2)cc1	-7%	0%	1	2%	0%	1	3	0%	-11	-5%
COc1cc(C(C)=O)ccc1OCC(O)CN1CCN(c2ccc(C)c(C)c2)CC1 (stereo not given)	-14%	2%	7	·	2%	0	4	-5%	8	-3%
COc1ccc(OCC(=O)NNC(=O)C2CCCO2)cc1 (stereo not given)	6%	-1%	1	1%[46.1 µM]	17%	9	5	2%	-14	-2%
O=C(NCCN1CCOCC1)c1ccc(/C=C2\Sc3ccccc3N(Cc3ccccc3F)C2=O)cc1	0%	-10%	22	4%	-5%	0	4	2%	-28	?
Cc1ccc(S(=O)(=O)N2CCOC2CNC(=O)C(=O)NCc2ccco2)cc1 (stereo not given)	-10%	8%	-1	0%	0%	-2	2	·	-10	-4%
CCCCC(=O)NC(=S)Nc1cccc(C(=O)O)c1	0%[11.5 µM]	9%	-2	0%	-9%	1	-5	-1%	11	?
Cc1cccc(C(=O)NNC(=O)c2cccc(C)c2)c1	5%	-10%	1	-1%[46.1 µM]	-4%	1	-2	·	2	?
COC(=O)COc1ccc(NC(=O)c2ccco2)cc1	5%	-8%	-1	4%	-3%	1	5	0%	2	-7%
O=C(Nc1cc2c(oc1=O)CCCC2=O)c1cccc(Cl)c1	-4%	1%	-30	5%	2%	1	35	-6%	-4	-1%
C[C@H](NC(=O)c1nc[nH]c1C(=O)N[C@@H](C)C(=O)OC(C)(C)C)C(=O)OC(C)(C)C	32%	0%	0	6%	0%	0	-5	0%	11	-6%

Arranged by value in BCR signal inh (lowest first): 5 of the compounds above.
molecule | BCR signal inh
COC(=O)COc1ccc(NC(=O)c2ccco2)cc1 | -7%
Cc1ccc(S(=O)(=O)N2CCOC2CNC(=O)C(=O)NCc2ccco2)cc1 (stereo not given) | -4%
COc1cc(C(C)=O)ccc1OCC(O)CN1CCN(c2ccc(C)c(C)c2)CC1 (stereo not given) | -3%
COc1ccc(OCC(=O)NNC(=O)C2CCCO2)cc1 (stereo not given) | -2%
CC(C)CCNC(=O)CN(C(=O)Cn1nnc(-c2ccccc2F)n1)c1cccc2c1CCCC2 | 7%

The listing continues:
SMILES	AT treatment	Tb PFK block	hERG WT inh	TCR activator	MLL CXXC-DNA inh	Coupling enz	TSHR antagonist	GALK inh	Giardia kill	BCR signal inh
Cc1ccc(C(=O)N2C(CC(=O)Nc3ccc(Cl)cc3)C(=O)NC3CCCCC32)cc1 (stereo not given)	0%	-1%	0	-1%	-7%	6	4	-1%	15	?
Cc1cccc(-n2ccnc2SCC(=O)Nc2cccc(S(=O)(=O)NC3=NCCC3)c2)c1C	2%	-1%	-2	-5%	·	·	-14	·	10	5%
COc1cccc(NC(=O)C(Sc2nnc(Nc3ccccc3C)s2)c2ccccc2)c1 (stereo not given)	-3%	6%	-1	6%[46.1 µM]	0%	0	-9	-3%	-4	5%
O=C(N/N=C/c1cccn1-c1ccccc1)c1ccncc1	6%	-1%	3	6%	-2%	0	-3	-1%	0	12%
Cc1cc(S(=O)(=O)N2CCCCC2)ccc1OCC(=O)N1CCOCC1	23%	-6%	-6	-1%	-8%	4	3	4%	1	3%
CCOc1ccc(NC(=O)CSc2nnc(C)n2C2CC2)cc1S(=O)(=O)N1CCCC1	-5%	-13%	-1	2%	·	·	1	·	-8	-3%
COCCCNC(NC(=O)c1ccc(Br)cc1)C(Cl)(Cl)Cl (stereo not given)	-3%	-4%	27	-6%[46.1 µM]	2%	4	-8	0%	-19	-9%
O=C(Nc1ccc2[nH]ccc2c1)c1cccs1	-1%	-8%	·	-11%	8%	-1	0	8%	?	?
Cn1c(SCC(=O)NCc2ccco2)nnc1-c1ccccc1	·	0%	-1	2%[46.1 µM]	3%	-3	-3	-3%	-9	-12%
COC(=O)C1=C(C)Nc2c(c(=O)n(C)c(=O)n2C)C1c1cccnc1 (stereo not given)	·	-3%	9	-1%[46.1 µM]	-3%	2	9	-4%	-7	3%
COc1ccc(NC(=O)CN(C)CC(=O)Nc2cccc(F)c2)cc1Cl	-5%	-6%	-14	-14%	7%	-5	19	11%	10	-10%
O=[N+]([O-])c1cnc(Sc2ccncn2)s1	-10%	-12%	-25	6%	5%	3	-89*	-1%	17	?

Record cards, from the list above. Order of values: AT treatment, Tb PFK block, hERG WT inh, TCR activator, MLL CXXC-DNA inh, Coupling enz, TSHR antagonist, GALK inh, Giardia kill, BCR signal inh
Entry for CCOc1ccc(NC(=O)CSc2nnc(C)n2C2CC2)cc1S(=O)(=O)N1CCCC1 = -5%, -13%, -1, 2%, ·, ·, 1, ·, -8, -3%
Entry for O=C(Nc1ccc2[nH]ccc2c1)c1cccs1 = -1%, -8%, ·, -11%, 8%, -1, 0, 8%, ?, ?

Additional records:
SMILES	AT treatment	Tb PFK block	hERG WT inh	TCR activator	MLL CXXC-DNA inh	Coupling enz	TSHR antagonist	GALK inh	Giardia kill	BCR signal inh
O=C(C1CCCN(S(=O)(=O)c2cccc3cccnc23)C1)N1CCN(c2ccccc2F)CC1 (stereo not given)	0%	-6%	1	-4%	-3%	-1	-3	1%	-11	3%
CCCCC(=Nc1ccccc1OC)C1=C(O)CC(c2ccccc2)CC1=O (stereo not given)	-4%	-4%	29	-6%[46.1 µM]	1%	5	27	0%	-4	3%
O=C(CS(=O)(=O)c1c[nH]c2ccccc12)NC1CCCCC1	11%	-6%	3	-6%	1%	0	1	0%	-6	?
CC(C)c1ccc(NC(=O)COc2ccc(F)cc2C(=O)c2cnn(-c3ccccc3)c2)cc1	·	-1%	-3	7%[46.1 µM]	19%	-9	-9	2%	0	?
CC(C)C(NC(=O)CN1C(=O)c2ccccc2S1(=O)=O)C(C)C	1%	-3%	3	-5%	5%	-4	28	2%	-8	3%
Cc1ccc(S(=O)(=O)N2[C@@H](c3ccccc3)C(C(=O)O)=CC[C@H]2c2ccc(C(C)C)cc2)cc1	9%	-7%	1	1%	·	·	6	·	-11	7%
OCCNCCOCCOc1ccccc1-c1ccccc1	1%	-8%	-1	9%[46.1 µM]	7%	0	4	3%	3	?
CCn1cc(Br)c(C(=O)Nc2ccc(Cl)c(Cl)c2)n1	4%	-3%	-15	1%[46.1 µM]	28%	-4	-17	-4%	0	15%
Cc1[nH]c(C)c(S(=O)(=O)N2CCN(c3cccc(C(F)(F)F)c3)CC2)c1C(=O)N1CCCCC1	-3%	5%	30	0%	11%	0	-6	-5%	-24	13%
COc1ccc(CCNC(=O)c2cccs2)cc1	3%	2%	-9	-9%	-21%	-2	10	0%	-13	?
COc1cc2c3c(c1)C(C)=CC(C)(C)N3C(=O)C2=O	-3%	-3%	-8	-5%	-1%	0	-10	15%	-20	?
COc1ccc2c(c1)O/C(=C\c1ccco1)C2=O	8%	-30%	25	2%	-4%	-2	25	·	12	?
C/C(=N\NC(=O)c1nnn(-c2nonc2N)c1C(C)C)c1ccc2ccccc2c1	5%	-1%	-10	-4%	12%	3	20	9%	-1	-2%
O=C(COc1ccc2ccc(=O)oc2c1)NCCCn1ccnc1	1%	2%	1	-2%	5%	1	-4	3%	-23	0%
O=C1c2cccc3cccc(c23)C(=O)N1c1cccnc1	13%	0%	-1	-1%	0%	6	9	0%	-12	?
COc1ccc(N2CCN(C(=O)CCNC(=O)c3ccc(Br)cc3)CC2)cc1	-8%	-11%	-4	-1%	·	·	17	·	-3	-7%
Cc1ccc2c(c1)sc1nc(=O)n(-c3ccc(Cl)c(Cl)c3)c(=O)n12	6%	-3%	9	5%	-4%	-1	19	1%	18	0%
O=C(/C=C/c1c(F)cccc1Cl)c1ccc(O)cc1	30%	4%	-22	0%	33%[activator]	4	-4	-4%	16	?

An unsorted share of the library. Share with any hit: about 1.6%.
